# CCR6 antag – CCR6 receptor antagonists, primary screen, cell-based, CHO-K1, luminescence, beta-arrestin, uHTS; inhibition, % at 20 µM; AID 493098, 2011; 0.49% of 340,000 active; CHO-K1 CCR6 PathHunter beta-arrestin, CCL20-stimulated;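 active = compounds whose inhibition of the agonist-driven luminescence signal at 20 µM reaches about 50%, limit read from the data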;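 also: cells stimulated with CCL20 at 14 nM final; plate controls were DMSO with CCL20 for no effect and DMSO without agonist for full effect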
# Target sequence (P51684 whole entry, looked up): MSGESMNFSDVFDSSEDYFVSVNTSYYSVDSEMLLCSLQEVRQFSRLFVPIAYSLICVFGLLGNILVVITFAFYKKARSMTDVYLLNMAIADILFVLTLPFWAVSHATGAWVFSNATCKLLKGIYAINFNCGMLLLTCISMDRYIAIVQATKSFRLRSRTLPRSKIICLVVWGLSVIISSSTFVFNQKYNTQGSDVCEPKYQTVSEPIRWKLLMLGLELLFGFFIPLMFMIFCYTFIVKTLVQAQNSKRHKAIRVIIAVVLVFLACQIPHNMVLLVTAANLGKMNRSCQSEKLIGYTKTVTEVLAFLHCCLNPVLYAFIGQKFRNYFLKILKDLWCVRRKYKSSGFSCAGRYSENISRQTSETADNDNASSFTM
# 697 NFkB inh – inhibitors of PMA/ionomycin-induced NF-kB reporter, 697 cells, primary screen, B-cell NF-kB inhibitor project, cell-based, luminescence, uHTS | AID 435022, 2010 | 0.33% of 330,000 active | inhibition, % at 4 µM | 697 B-cell NF-kB luciferase reporter, 16 h; in the data active = inhibition above about 35%
# CXCR6 block – CXCR6 receptor inhibitors, primary screen, cell-based, beta-arrestin, luminescence, CHO-K1 PathHunter, 1536-well | inhibition, % at 20 µM | 0.36% of 360,000 active | AID 602244, 2012; in the data active = inhibition above about 34%, passing the limit was not always enough;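 also: antagonist mode with CXCL16 agonist at 10 nM final; 0% = 10 nM CXCL16 with DMSO and 100% = unstimulated wells without agonist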
# Target sequence (O00574 whole entry, looked up): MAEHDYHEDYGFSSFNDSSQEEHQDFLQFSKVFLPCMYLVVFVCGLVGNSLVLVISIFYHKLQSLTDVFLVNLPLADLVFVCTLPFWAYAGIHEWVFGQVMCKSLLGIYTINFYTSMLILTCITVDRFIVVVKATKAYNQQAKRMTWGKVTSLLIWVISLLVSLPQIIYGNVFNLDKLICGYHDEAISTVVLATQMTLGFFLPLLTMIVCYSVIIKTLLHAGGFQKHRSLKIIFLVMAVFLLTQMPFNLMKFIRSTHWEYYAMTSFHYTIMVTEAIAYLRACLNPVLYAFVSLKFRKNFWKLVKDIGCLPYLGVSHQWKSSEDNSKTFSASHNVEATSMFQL
# Mdm2-MdmX inh – inhibitors of human Mdm2-MdmX association, primary screen, cell-based, luminescence, split luciferase, SaOS-2, uHTS | inhibition, % at 8 µM | 3% of 330,000 active | Protein Mdm4 (Homo sapiens) + E3 ubiquitin-protein ligase Mdm2 (Homo sapiens), … | SaOS-2 split-luciferase Mdm2/MdmX complementation;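 active = inhibition of at least 50% at 8 µM in the primary screen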
# Gli-Sufu antag – Gli-Sufu pathway antagonists, primary screen, luciferase luminescence, Sufu-KO-LIGHT cells, uHTS; Sufu-KO-LIGHT fibroblasts, Gli luciferase reporter luminescence; inhibition, % at 5 µM; 0.74% of 340,000 active;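 active = inhibition above about 55%, limit read from the data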;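 also: 0% = DMSO-treated cells and 100% = wells with medium but no cells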
# CHOP UPR activ – activators of apoptotic CHOP UPR arm, primary screen, cell-based, CHO-CHOP luciferase reporter, luminescence, uHTS; 0.34% of 330,000 active; UPR activation; percent of tunicamycin response over DMSO baseline; AID 449763, 2010; activation, % at 10 µM;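 active = at 10 µM dose, activation of 40% or more, normalized to positive control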;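 also: 100% = tunicamycin at 10 µg/mL and 0% = DMSO alone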
#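 Assay system: CHO cells with stable CHOP pathway luciferase reporter; Buffer or medium: F12 plus 10% serum; Times: 16-18 h cell attachment, then 6 h compound exposure, 37 °C; Signal: luciferase luminescence; Read-out basis: percent activation relative to tunicamycin control; Control set: tunicamycin high control, DMSO low control.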
# Jurkat NFkB inh – inhibitors of induced NF-kB luciferase reporter, primary screen, TCR NF-kB activation inhibitor project, cell-based, luminescence, uHTS; Jurkat, PMA/ionomycin-induced NF-kB luciferase reporter; inhibition, % at 4 µM; 0.53% of 330,000 active; AID 435003, 2010; in the data active = inhibition above about 50%
# UPR XBP1 act – activators of adaptive XBP1 UPR arm, primary screen, cell-based, CHO-XBP1 luciferase reporter, luminescence, uHTS; activation, % at 20 µM; 0.33% of 330,000 active; IRE1-XBP1 UPR activation; percent of tunicamycin response, DMSO as zero;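 active = versus positive control, 20 µM dose yields 30% or more activation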;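 also: 100% = tunicamycin at 10 µg/mL and 0% = DMSO only wells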
#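 Test system: CHO-XBP1 luciferase reporter cells | Buffer or medium: Serum-containing F12 medium, 10% FBS | Schedule: 6 h compound exposure at 37 °C, 5% CO2 | Detection: Steady-Glo luciferase glow luminescence, 10 min after reagent addition | Read-out basis: Activation, % of tunicamycin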
# EBI2 antag – EBI2 receptor antagonists, beta-arrestin recruitment, primary screen, cell-based, luminescence, 7a,25-OHC stimulation, uHTS; G-protein coupled receptor 183 (Homo sapiens), P32249; 7a,25-OHC stimulated; AID 651636, 2012; 0.81% of 360,000 active; inhibition, % at 5 µM; in the data active = inhibition above about 38%;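 also: enzyme fragment complementation signal reports receptor beta-arrestin coupling in cells; 0% = agonist plus DMSO wells and 100% = wells without agonist; some results beyond the cut were filed as inactive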
# Target sequence (P32249 whole entry, looked up, the tested form may be a part): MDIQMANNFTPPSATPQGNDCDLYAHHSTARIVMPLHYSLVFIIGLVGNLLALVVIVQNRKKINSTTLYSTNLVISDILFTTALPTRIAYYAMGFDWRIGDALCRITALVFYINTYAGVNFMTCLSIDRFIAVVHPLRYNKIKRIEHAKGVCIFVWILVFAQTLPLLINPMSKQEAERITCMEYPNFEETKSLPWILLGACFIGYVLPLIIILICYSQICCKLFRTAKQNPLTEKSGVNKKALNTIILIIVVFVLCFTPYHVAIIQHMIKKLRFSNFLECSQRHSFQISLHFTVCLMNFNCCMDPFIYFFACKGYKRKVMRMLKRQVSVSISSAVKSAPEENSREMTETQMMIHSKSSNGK
# Starred values were filed as active, the others as inactive; x = not tested or not shown.
# Values run as follows: CCR6 antag	697 NFkB inh	CXCR6 block	Mdm2-MdmX inh	Gli-Sufu antag	CHOP UPR activ	Jurkat NFkB inh	UPR XBP1 act	EBI2 antag
CCOC(=O)N1CCN(c2cc(N)c([N+](=O)[O-])cc2F)CC1
  6.6	10.4	-6.3	15.2	-0.9	-0.8	2.9	1.8	-5.3
CCOC(=O)C1CCN(C(=O)COC(=O)C2CCN(S(=O)(=O)c3ccc4c(c3)OCCO4)CC2)CC1
  6.2	-4.2	-9.9	7.9	-3.6	0.1	-15.7	0.4	2.0
CN(C(=O)c1nn(C)c2c1CS(=O)(=O)c1ccccc1-2)c1cccc(Cl)c1
  14.4	-7.8	2.3	8.7	-17.0	0.0	16.1	-3.4	-1.2
COCc1ccc(C(=O)N2CCCC(Nc3ccc(C(C)C)cc3)C2)o1 (configuration not stated)
  21.8	-3.2	3.3	16.2	-0.7	0.6	-5.6	-2.7	14.2
O=C(Cc1ccc(Br)cc1)N1CCN(c2ccccn2)CC1
  11.4	-14.0	6.0	0.6	-6.9	3.1	-17.3	-0.5	1.7
NC1(C#Cc2ccc3oc(=O)c(-n4cc(-c5ccsc5)nn4)cc3c2)CCCCC1
  13.0	14.5	7.4	94.0*	14.8	24.8	22.8	26.2	7.6
O=C(C=Cc1ccco1)c1ccco1
  9.6	x	9.4	x	1.3	x	x	x	-6.0
CCCCC1CC(CSc2ncn[nH]2)OC1=O (configuration not stated)
  14.0	9.9	-4.2	21.2	6.0	-2.1	11.9	-0.6	-4.2
COc1ccc(CNC(=O)CSc2nnc(-c3ccc(NC(C)=O)cc3)n2C)cc1
  -10.5	14.3	2.3	20.2	3.2	-0.4	11.9	-2.5	-12.7
COc1cccc(C2=CC(=O)C[C@H](c3ccc(OC)c(OC)c3)C2)c1
  13.2	-4.4	-1.2	19.1	28.5	-1.3	-2.3	-2.6	10.2
CCOc1ccc(S(=O)(=O)/N=C(/Nc2ccc(C(C)=O)cc2)c2ccccc2)cc1
  10.6	-28.6	-4.2	2.3	-27.9	1.3	-10.9	3.3	7.2
COc1ccc(/C=C/C(=O)NCC2COc3ccccc3O2)cc1OC (configuration not stated)
  0.5	12.9	4.1	-6.7	-5.3	0.1	-3.6	2.1	2.0
O=c1nc(Nc2cccc(Cl)c2)oc2cc(Cl)oc(=O)c12
  -5.2	-1.5	-1.2	-24.2	37.4	40.9*	8.9	-1.6	-5.6
COc1cccc(N2CCN(C(=O)CN(c3cc(C)cc(C)c3)S(=O)(=O)c3c(C)noc3C)CC2)c1
  3.7	-22.7	12.3	32.3	16.3	-0.9	5.8	-7.5	33.5
CCOc1cc(S(=O)(=O)N2CCC(C(N)=O)CC2)ccc1F
  -2.8	16.2	0.7	22.4	-0.1	-0.1	8.0	0.3	-13.8

# Following part.
# Values run as follows: CCR6 antag	697 NFkB inh	CXCR6 block	Mdm2-MdmX inh	Gli-Sufu antag	CHOP UPR activ	Jurkat NFkB inh	UPR XBP1 act	EBI2 antag
CCN(CC)c1ccc(C2C(C(=O)OC(C)C)C(=O)CC(C)(O)C2C(=O)OC(C)C)cc1 (configuration not stated)
  5.9	9.5	-8.1	2.9	17.1	1.9	-3.9	-1.5	3.4
Cc1cc(Cl)c(O)c(-n2nc3ccccc3n2)c1
  18.7	-26.1	17.9	-2.1	-20.9	3.3	-16.8	-1.1	-0.1
NC(=O)[C@H]1CC2(CC(c3cccc(NC(=O)[C@H]4CCC(=O)N4)c3)=NO2)CN1C(=O)CC(c1ccccc1)c1ccccc1 (some centres not stated)
  -2.2	14.2	x	23.9	0.9	1.3	8.3	-0.7	x
COc1ccc(S(=O)(=O)N2CCCCCC2)cc1C(=O)N(C)CC(=O)Nc1ccc(F)cc1
  12.9	-1.4	1.6	8.6	-2.3	-0.7	-13.4	0.2	5.8
O=C(O/N=C(\c1ccccc1)c1ccccn1)c1ccc(Cl)c(Cl)c1
  -3.9	-1.5	3.9	6.8	-8.4	0.5	-9.0	2.5	0.2
Cc1c(C(=O)N(C)CCCCN2CCOCC2)oc2c(F)cccc12
  11.5	-7.9	10.0	-10.1	5.9	3.0	-7.9	0.0	-1.7
CCCCN(C)CCNC(=O)c1ccc(Cn2c(=S)[nH]c3ccc(Br)cc3c2=O)cc1
  19.4	22.1	10.2	41.8	18.2	1.8	-5.5	0.2	-7.5
COc1cc(NS(=O)(=O)c2ccc(NC(=S)NC(=O)/C=C/c3ccc(F)cc3)cc2)ncn1
  28.2	-28.0	7.4	4.7	-1.9	-1.1	0.6	-2.2	-3.2
COC(=O)c1ccc(NC(=S)Nc2ccccc2)cc1
  11.9	-4.4	-1.6	-6.9	-18.5	3.3	-5.1	4.4	-4.1
OC(c1ccccc1)C(O)C(c1ccccc1)N1CCCCC1 (configuration not stated)
  10.2	x	-1.2	x	2.1	x	x	x	6.1
CCCCSc1nc(SCC(=O)NCc2ccco2)c2c3c(sc2n1)COC(C)(CC)C3 (configuration not stated)
  23.7	-32.8	11.5	7.0	12.2	-1.4	-28.0	0.6	36.7
C=CCOC(=O)C1=C(C)Nc2[nH]c(=O)[nH]c(=O)c2C1c1ccccc1 (configuration not stated)
  6.1	7.3	-1.8	-12.1	1.4	5.5	-8.6	3.1	4.5
Cc1ccc(/C=N/Nc2nnc(Cl)c3ccccc23)cc1
  18.5	-169.4	-1.1	-185.0	-79.2	1.5	-125.3	-1.6	5.5
COC(=O)C1(C)NC(c2ccc(Cl)cc2)C2C(=O)N(c3ccccc3)C(=O)C21 (configuration not stated)
  12.8	0.3	-15.7	0.3	-2.0	-0.6	-11.2	-3.5	-1.7
C/C=C/c1ccc(OCCCCNCc2ccco2)c(OC)c1
  -4.5	0.1	2.0	8.9	0.7	0.5	-16.1	-0.3	-6.3

# Remaining list, next part:
# Values run as follows: CCR6 antag	697 NFkB inh	CXCR6 block	Mdm2-MdmX inh	Gli-Sufu antag	CHOP UPR activ	Jurkat NFkB inh	UPR XBP1 act	EBI2 antag
O=C(/C(=C(\[O-])c1ccccc1)[n+]1ccc2ccccc2c1)c1ccc(Cl)cc1
  2.6	-9.9	-8.7	35.9	3.4	0.1	12.0	0.8	-11.2
CCOC(=O)c1cc[n+](CC(=O)c2ccc(F)cc2)cc1
  -2.4	-19.1	-4.7	-35.2	-2.9	-0.1	-5.2	4.3	-5.6
CN(CC(=O)Nc1ccc(F)cc1)C(=O)C1CCN(C(=O)Nc2ccccc2)CC1
  5.0	15.9	-3.3	-3.4	3.8	0.7	-0.8	-0.4	2.6
CC(C)NC(=O)c1onc(CSc2ccc(F)c(F)c2)c1C(=O)O
  -0.9	2.9	-1.8	8.2	-0.3	-1.2	20.4	-2.7	-5.1
Cc1cccc(C)c1NC(=S)N(Cc1cccnc1)Cc1ccccc1Cl
  3.3	13.9	-5.6	5.2	5.9	-0.1	14.3	-1.4	7.2
CCOC(=O)c1c(C)[nH]c(C)c1C(=O)CSc1nc2ccccc2c(=O)n1-c1ccc(C)cc1
  2.1	13.9	2.9	9.7	-24.0	3.0	8.6	3.3	1.3
O=C(NCCc1ccc(F)cc1)C(=O)Nc1cc2c3c(c1)CC(=O)N3CCC2
  2.5	12.1	6.2	-1.1	23.6	0.7	17.8	-0.8	-0.3
CCOc1ccc(C(NC(=O)CC)c2c(O)ccc3ccccc23)cc1 (configuration not stated)
  4.1	7.1	1.5	30.1	-3.6	2.4	12.6	-2.4	-6.3
O=C(COc1ccc([N+](=O)[O-])cc1)N(Cc1ccccc1)Cc1ccccc1
  8.2	-33.6	-0.7	3.2	-2.6	-0.8	41.2	-1.5	9.2
CC(NC(=O)C(Cc1ccccc1)=NO)c1ccccc1 (configuration not stated)
  6.5	x	12.1	x	-7.1	x	x	x	17.2
O=C(Nc1cccc(-c2ccc3nncn3n2)c1)c1ccco1
  8.0	9.7	-1.1	8.0	-2.2	-2.1	6.4	0.1	1.7
CN(N=Nc1ccc([N+](=O)[O-])cc1)c1ccccc1
  10.8	-57.9	-6.7	-127.2	-78.9	8.2	-60.5	-0.3	1.8
CN(CC(=O)Nc1ccc(F)cc1)C(=O)COC(=O)Cc1c(F)cccc1Cl
  -18.1	5.0	-5.5	12.9	-14.9	-0.2	5.4	-6.8	7.0
O=C1C=C(c2ccc(C(=O)O)c(Cl)c2)C[C@@H](c2ccc3c(c2)OCO3)C1
  9.2	16.2	11.1	5.5	-14.5	-0.5	7.7	0.5	-0.7
O=S(=O)(O)CCN1CCOCC1
  -7.5	-9.6	-1.8	10.0	-0.6	0.8	-1.5	-1.2	-2.6

# Entries of single compounds from above.
# `CN(N=Nc1ccc([N+](=O)[O-])cc1)c1ccccc1` across the screens: CCR6 antag: 10.8; 697 NFkB inh: -57.9; CXCR6 block: -6.7; Mdm2-MdmX inh: -127.2; Gli-Sufu antag: -78.9; CHOP UPR activ: 8.2; Jurkat NFkB inh: -60.5; UPR XBP1 act: -0.3; EBI2 antag: 1.8
# `O=C(COc1ccc([N+](=O)[O-])cc1)N(Cc1ccccc1)Cc1ccccc1` across the screens: CCR6 antag: 8.2; 697 NFkB inh: -33.6; CXCR6 block: -0.7; Mdm2-MdmX inh: 3.2; Gli-Sufu antag: -2.6; CHOP UPR activ: -0.8; Jurkat NFkB inh: 41.2; UPR XBP1 act: -1.5; EBI2 antag: 9.2

# Additional records
# Values run as follows: CCR6 antag	697 NFkB inh	CXCR6 block	Mdm2-MdmX inh	Gli-Sufu antag	CHOP UPR activ	Jurkat NFkB inh	UPR XBP1 act	EBI2 antag
CCOc1ccccc1Oc1coc2cc(O)ccc2c1=O
  6.0	-22.2	8.2	13.1	-2.4	-4.4	-1.8	4.5	2.4
COC(=O)Cn1c(CN2CCN(c3ccccc3F)CC2)nc2c1c(=O)n(C)c(=O)n2C
  24.9	x	2.9	x	41.1	x	x	x	3.2
CN(CCOc1ccccc1)C(=O)c1ccc(F)c(S(=O)(=O)N2CCOCC2)c1
  12.4	6.0	-2.1	2.8	4.8	0.6	12.1	1.0	-2.6
CC(C)(C)OC(=O)N1Cc2ccccc2C[C@H]1C(=O)NC1CCCC1
  1.8	24.1	4.7	-15.9	39.2	2.6	-21.5	-3.3	2.9
CC(C)NC(=O)Nc1cccc2c1O[C@H](CN(C)S(=O)(=O)c1ccc(F)cc1)[C@@H](C)CN([C@H](C)CO)C2=O
  -3.9	-6.4	0.9	8.4	5.1	0.5	12.2	-3.2	2.1
CCOC(=O)[C@H]1[C@H]2COc3ccc(OC)cc3[C@@H]2N2C(=O)c3cc(OC)c(OC)cc3NC(=O)[C@@]12C
  0.8	-6.3	5.6	4.1	98.8*	0.6	6.7	0.2	-10.9
Cc1cccn2c(=O)c3cc(C(=O)N4CCN(C(=O)c5ccco5)CC4)n(C)c3nc12
  5.4	-43.5	-12.8	-14.3	20.4	-1.5	-9.0	1.1	-6.4
Cc1ccc(-c2onc3ccc(C4(C)OCCO4)cc23)cc1
  3.6	-40.5	4.3	6.1	-9.9	1.9	-24.6	2.7	30.2
CC(C)(C)OC(=O)C[C@@H]1C/C=C\C[C@H](CC(=O)N(CCO)Cc2ccccc2)C(=O)N2CCC[C@@H]2COC1=O
  2.0	16.3	3.1	16.7	4.6	0.9	2.4	-2.6	-12.2

# Screening data: PubChem, Sanford-Burnham Center for Chemical Genomics
